GPR151 beta-arrestin: GPR151 activators, triplicate retest, confirmation, cell-based, PathHunter beta-arrestin, luminescence, set 2 (AID 1508608). activation, % at 11.2 µM. GPR151 PathHunter beta-arrestin cells, luminescence, 90 min; hits give high values; 100% = signal from added EA reagent. hit rate 0.9% among 2,300;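 active = mean activation across replicates above 26.72%, the hit cutoff set for this confirmation screen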;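 also: 0% = plate median of compound wells and 100% = EA reagent high control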
GPR119 beta-arrestin: off-target GPR119 activation – cell-based, PathHunter beta-arrestin, luminescence, set 2, counter-screen for GPR151 activator project, confirmation (AID 1508607) | GPR119 PathHunter beta-arrestin cells, luminescence, 90 min; hits give high values | activation, % at 11.2 µM | hit rate 0.9% among 2,300;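 active = mean percent activation across replicates above the counterscreen hit cutoff of 9.17%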;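 also: 0% = median of sample wells and 100% = wells given EA reagent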
An asterisk follows results filed as active.

Values in the order: GPR151 beta-arrestin | GPR119 beta-arrestin
1: Cc1cc(C)n2nc(SCC(=O)NCCc3ccccc3)nc2n1
    3.8 | -1.7
2: O=C(Nc1cc(Cl)cc(Cl)c1)c1ccc(F)c(S(=O)(=O)N2CCCCC2)c1
    3.6 | -1.3
3: COC(=O)COc1ccc2c(C)c(-c3ccc(OC)cc3)c(=O)oc2c1
    -7.5 | -3.4
4: CCCCc1nc2ccccc2c(=O)n1NC(=O)c1c(O)c2c(n(CC(C)C)c1=O)CCCC2
    -0.1 | 3.1
5: CCC(=O)Nc1cccc(Oc2ccc3c(c2)C(=O)N(c2ccc(OC)cc2)C3=O)c1
    0.7 | -0.8
6: O=C(COC(=O)c1cccc(NC(=O)c2ccccc2Br)c1)c1cccc([N+](=O)[O-])c1
    3.5 | 5.9
7: CCC(C)OC(=O)C1=C(C)NC2=C(C(=O)CC(c3ccc(OC)cc3)C2)C1c1cc(OC)c(OC)cc1Br (stereo unspecified)
    0.7 | -2.1
8: COc1cc(NC(=S)NCCO)cc(OC)c1
    -1.5 | 2.2
9: Oc1ccccc1/C=N/N1CCN(Cc2ccc(Cl)cc2)CC1
    0.9 | 3.2
10: CCSc1nsc2nc(=O)c(/C=C3\C=CC(=O)C(OC)=C3)c(N)n12
    -8.2 | -2.2
11: CC1(C)Cc2c(sc(NC(=O)C(c3ccccc3)c3ccccc3)c2C#N)CO1
    -1.2 | -2.1
12: O=C(Nc1ccc(Br)cc1)c1ccc(Br)c(S(=O)(=O)N2CCCCC2)c1
    13 | -3.1
13: CC(C)c1ccc2c(c1)C(=O)NC(C)(C)C2
    1.2 | 3.2
14: COc1ccc(-n2nc3ccc(NC(=O)c4ccc(-c5ccccc5)cc4)cc3n2)cc1
    -4.5 | -0.4
15: CCOc1cc(/C=c2/sc3n(c2=O)CCN=3)ccc1O
    9.2 | 0.4
16: CC(=O)c1ccc(NC(=O)CSc2nccn2CCc2ccccc2)cc1
    3.4 | 3.4
17: CCOC(=O)c1[nH]c(C)c(C(=O)NC2CCCCCC2)c1C
    5.0 | 3.7
18: CCOc1ccccc1NC(=O)C1(S(=O)(=O)c2ccc(C)cc2)CC1
    4.2 | 1.6
19: CCOC(=O)N1CCN(C(=O)Cc2c(C(=O)O)[nH]c3ccccc23)CC1
    -0.6 | 3.9
20: CCCCCOC(=O)c1sc2nc(N3CCOCC3)c3c(c2c1N)CC(C)(C)OC3
    -0.7 | 4.4
21: N#CCC1Nc2ccccc2S(=O)(=O)N1 (stereo unspecified)
    -3.5 | -1.6
22: O=C(COc1ccccc1)Nc1ncnc2oc(-c3ccccc3)c(-c3ccccc3)c12
    -6.1 | -4.2
23: CCN1CCc2c(sc(NC(=O)c3ccc(S(=O)(=O)N4CCCC(C)C4)cc3)c2C(=O)OC)C1 (stereo unspecified)
    1.7 | -2.1
24: COc1ccc(/C=C2\C(=N)N3N=C(S(=O)(=O)CC(C)C)SC3=NC2=O)cc1OC
    0.0 | 1.1
25: O=C(O)c1cc([N+](=O)[O-])c(C(=O)O)cc1Oc1ccc(Cl)cc1
    -2.6 | 3.3
26: O=C(CN1C(=O)COc2ccc(S(=O)(=O)N3CCOCC3)cc21)NCc1ccccn1
    -6.2 | -3.8
27: N#Cc1c(NC(=O)c2cc3ccccc3c(=O)o2)sc2c1CCCCC2
    7.2 | 4.0
28: CCOc1ccc(-c2csc(/C(C#N)=C/c3ccccc3OCC)n2)cc1
    -3.3 | -3.1
29: Cc1ccc(C)c(Cn2c(C(=O)O)c(CNCc3cccs3)c3ccccc32)c1
    0.0 | -4.3
30: COc1cc(Br)ccc1OCC(=O)N/N=C/c1ccc([N+](=O)[O-])cc1
    9.8 | 6.8

Compound profiles, as listed above. Order of values: GPR151 beta-arrestin | GPR119 beta-arrestin
COc1cc(Br)ccc1OCC(=O)N/N=C/c1ccc([N+](=O)[O-])cc1 in the list: 9.8 | 6.8
CCOc1ccccc1NC(=O)C1(S(=O)(=O)c2ccc(C)cc2)CC1 in the list: 4.2 | 1.6
COc1ccc(-n2nc3ccc(NC(=O)c4ccc(-c5ccccc5)cc4)cc3n2)cc1 in the list: -4.5 | -0.4

Some of the entries so far, with bars between the fields:
cpd | SMILES | GPR151 beta-arrestin | GPR119 beta-arrestin
3 | COC(=O)COc1ccc2c(C)c(-c3ccc(OC)cc3)c(=O)oc2c1 | -7.5 | -3.4
4 | CCCCc1nc2ccccc2c(=O)n1NC(=O)c1c(O)c2c(n(CC(C)C)c1=O)CCCC2 | -0.1 | 3.1
5 | CCC(=O)Nc1cccc(Oc2ccc3c(c2)C(=O)N(c2ccc(OC)cc2)C3=O)c1 | 0.7 | -0.8
6 | O=C(COC(=O)c1cccc(NC(=O)c2ccccc2Br)c1)c1cccc([N+](=O)[O-])c1 | 3.5 | 5.9
7 | CCC(C)OC(=O)C1=C(C)NC2=C(C(=O)CC(c3ccc(OC)cc3)C2)C1c1cc(OC)c(OC)cc1Br (stereo unspecified) | 0.7 | -2.1
8 | COc1cc(NC(=S)NCCO)cc(OC)c1 | -1.5 | 2.2
9 | Oc1ccccc1/C=N/N1CCN(Cc2ccc(Cl)cc2)CC1 | 0.9 | 3.2
10 | CCSc1nsc2nc(=O)c(/C=C3\C=CC(=O)C(OC)=C3)c(N)n12 | -8.2 | -2.2
11 | CC1(C)Cc2c(sc(NC(=O)C(c3ccccc3)c3ccccc3)c2C#N)CO1 | -1.2 | -2.1
12 | O=C(Nc1ccc(Br)cc1)c1ccc(Br)c(S(=O)(=O)N2CCCCC2)c1 | 13 | -3.1
13 | CC(C)c1ccc2c(c1)C(=O)NC(C)(C)C2 | 1.2 | 3.2
14 | COc1ccc(-n2nc3ccc(NC(=O)c4ccc(-c5ccccc5)cc4)cc3n2)cc1 | -4.5 | -0.4
15 | CCOc1cc(/C=c2/sc3n(c2=O)CCN=3)ccc1O | 9.2 | 0.4
16 | CC(=O)c1ccc(NC(=O)CSc2nccn2CCc2ccccc2)cc1 | 3.4 | 3.4
17 | CCOC(=O)c1[nH]c(C)c(C(=O)NC2CCCCCC2)c1C | 5.0 | 3.7
18 | CCOc1ccccc1NC(=O)C1(S(=O)(=O)c2ccc(C)cc2)CC1 | 4.2 | 1.6
19 | CCOC(=O)N1CCN(C(=O)Cc2c(C(=O)O)[nH]c3ccccc23)CC1 | -0.6 | 3.9
20 | CCCCCOC(=O)c1sc2nc(N3CCOCC3)c3c(c2c1N)CC(C)(C)OC3 | -0.7 | 4.4

(listing goes on)
Values in the order: GPR151 beta-arrestin | GPR119 beta-arrestin
31: O=C(Cn1cnc2c(nnn2-c2ccc(F)cc2)c1=O)N1CCCC1
    -4.6 | 1.6
32: CCN(CC)CCCC(C)Nc1cc(/C=C/c2ccc([N+](=O)[O-])cc2)nc2ccc(OC)cc12 (stereo unspecified)
    1.4 | -2.1
33: CCOc1ccc2ccccc2c1/C=C(\C#N)C(=O)NCc1ccco1
    3.9 | 0.6
34: COC(=O)Cn1nc(C)n2c(cc3sccc32)c1=O
    3.6 | 0.0
35: Cc1ccc(S(=O)(=O)N(CC(O)Cn2nc(C)cc2C)c2cccc([N+](=O)[O-])c2)cc1 (stereo unspecified)
    2.8 | 1.1
36: CCc1cc2c(cc3c(=O)n(CC(=O)NCc4ccccc4Br)ncn32)s1
    -0.1 | -1.9
37: CCCCNc1c(N2CCCC(C(=O)OCC)C2)c(=O)c1=O (stereo unspecified)
    3.9 | 1.2
38: CCOC(=O)C(=O)N1CCN(c2ccccc2)CC1
    15 | 3.6
39: Cc1ccc2nc(NC(=O)CCCN3C(=S)NC(C)(C)CC3C)sc2c1 (stereo unspecified)
    2.7 | 0.3
40: CSc1nsc(SCC(=O)Nc2nonc2N)n1
    -7.6 | -1.3
41: O=C(Cn1ncc2c(=O)oc3ccccc3c21)Nc1nc2ccccc2s1
    -0.6 | 0.3
42: CCOc1ccc(-c2n[nH]c(=S)n2-c2ccccc2)cc1
    11 | 6.4
43: COc1ccc2c(c1)N(C)/C(=c1/s/c(=c3/sc4nc5ccccc5n4c3=O)n(C)c1=O)S2
    5.9 | 6.4
44: CC1CCCCC1NS(=O)(=O)c1ccc2c(c1)CCN2C(=O)C1CC1 (stereo unspecified)
    -8.2 | -2.3
45: O=c1c2ccccc2nc(-c2ccccc2F)n1NCc1c(F)cccc1Cl
    -2.2 | -2.6
46: CCCCNC(=O)c1cc(C2CC2)on1
    -1.8 | 1.2
47: O=C1CSC(c2ccc(Cl)cc2Cl)N1c1ccc(Br)cn1 (stereo unspecified)
    -1.2 | 3.0
48: N#CC1=C(N)Oc2n[nH]c(-c3ccncc3)c2C1c1ccc(O)c(O)c1 (stereo unspecified)
    1.6 | 3.1
49: CCOCCn1c(SCc2ccccc2)nc2c1c(=O)[nH]c(=O)n2C
    0.2 | 1.1
50: Cc1cc(C)c(NC(=O)CCn2nnc3ccccc32)c(C)c1
    -5.7 | 1.7

Only part of the results is shown; rates above refer to the full screens.
